mHTT-CaM PPI inh = mutant huntingtin-calmodulin interaction inhibitors – biochemical, AlphaScreen, primary screen; P42858; AlphaScreen His-mHTT/GST-CaM binding, luminescence; inhibition, % at 15 µM; actives 3.6% (n = 190,000); AID 1671202, 2021;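 also: 0% = both proteins with DMSO and 100% = one protein alone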
Pf apPOL block = Pf-apPOL inhibitors, biochemical, fluorescence. AID 1794808, 2022. actives 0.25% (n = 210,000). Plasmodium falciparum apicoplast DNA polymerase (apPOL). Recombinant Pf-apPOL, molecular beacon fluorescence, 1.5 h. inhibition, % at 10 µM
* = called active by the depositor; . = no result given; & = joins results of further samples. Rule as the data show it: active = inhibition above about 50%; inactive = the rest. The list is partial; the hit share may differ from the screen's.

SMILES	mHTT-CaM PPI inh	Pf apPOL block
Nc1nonc1NC(=O)CSCC(=O)Nc1nonc1N	-6	-2
COc1cc(C=C2C(=O)NC(=O)NC2=O)ccc1OCC(=O)O	4	-1
Cc1ccccc1OCCNc1ccc([N+](=O)[O-])c2cccnc12	8	0
CC(C)Oc1ccc(Cc2c(O)[nH]c(=O)[nH]c2=O)cc1	-5	-5
Cc1c(NC(NC(=O)CF)C(Cl)(Cl)Cl)c(=O)n(-c2ccccc2)n1C (stereo unspecified)	3	2
CC(=O)Nc1ccccc1C(=O)C(=O)Nc1cccc(C(=O)N2CCC3(CC2)OCCO3)c1	-4	-5
CC(C)(NO)C(=O)c1ccccc1	.	23
O=C(NC(O)C(Cl)(Cl)Cl)c1ccccc1 (stereo unspecified)	2	1
c1cc[n+]2c(c1)-c1cccc[n+]1CC2	3	.
O=C1CC2CCCC(C1)N2Cc1ccccc1	.	-1
Cc1cccc(CN2CCN(C(C)C)CC2)c1	-3	-5
Cc1cc(C=C2C(=O)N(C)C(=O)N(C)C2=O)c(C)n1-c1ccc(Br)cc1	8	-1
Cn1nc(-c2ccccc2)nc2c(=O)n(C)c(=O)nc1-2	1	-3
CC1CCCN(c2ccc(C(=O)N3CCC4(CC3)OCCO4)cc2[N+](=O)[O-])C1 (stereo unspecified)	27	-3
O=c1cccc2n1CC1CC2CN(c2ncnc3c2cnn3-c2ccc(Cl)cc2)C1 (stereo unspecified)	10	-6
C#CC(C)(C)N1CCC(O)C2CCCC21 (stereo unspecified)	1	1
COc1ccc2c(c1)C1(CCN(S(=O)(=O)c3cccc(C)c3)C1)C(=O)N2C (stereo unspecified)	-1	2
CCOC(=O)[C@]12Cc3cc4c(cc3[C@H]1N(Cc1ccccc1)C(=O)c1ccccc12)OCO4	13	0
COc1cccc(C2=NOC(C(=O)N3CCC4(CC3)OCCO4)C2)c1OC (stereo unspecified)	-2	-3
O=[P@@]1(Oc2ccccc2)C[C@@H](O)[C@@H](O)[C@H](COCc2ccccc2)O1	-12	-3
CSc1ccc(CNCCc2ccc3c(c2)OCO3)cc1	4	-7
CC(C)n1c(C2CCCNC2)n[nH]c1=O (stereo unspecified)	-1	2
Cc1cccc(C=C2Oc3cc(OC(=O)N(C)C)ccc3C2=O)c1	3	-7
Cc1ccccc1-n1c(/C=C/c2ccccc2[N+](=O)[O-])nc2ccccc2c1=O	11	-4

The last 2 entries of the part above open the next one:
SMILES	mHTT-CaM PPI inh	Pf apPOL block
Cc1cccc(C=C2Oc3cc(OC(=O)N(C)C)ccc3C2=O)c1	3	-7
Cc1ccccc1-n1c(/C=C/c2ccccc2[N+](=O)[O-])nc2ccccc2c1=O	11	-4
O=C1OC(c2cncc(Br)c2)=N/C1=C/c1cccc(Cl)c1Cl	-3	-7
COc1ccc(NC(=O)C2c3cc(OC)c(OC)cc3C(=O)N3CCCCC23)cc1Cl (stereo unspecified)	40	-1
OC1C2CCC1C(N1CCCCC1)CC2 (stereo unspecified)	-2	-3
COc1ccc(CN2CCN(Cc3cc(Br)ccc3O)CC2)cc1	6	-2
CCCCn1c(=O)c(C(=O)Nc2ccc(F)cc2)c(O)c2ccccc21	3	2
COc1cc(/C=C/[N+](=O)[O-])cc(I)c1O	52*	-3
O=C1C2C3C=CC(O3)C2C(=O)N1c1ccc(Br)cc1 (stereo unspecified)	-4	6
C=CCOc1ccc(C2SCC(=O)Nc3c2c(=O)[nH]n3C(C)CC)cc1 (stereo unspecified)	-1	-8
COc1ccc(CN2CCN(Cc3ccccc3)CC2)cc1OC	-3	-3
NCCc1c[nH]c2ccccc12	.	4&-7
N#Cc1cc2c(=O)n3ccccc3nc2n(CCN2CCOCC2)c1=N	-3	-10
Cc1c(C=O)c2ccccc2n1Cc1cccc(F)c1	-8	-8

Compounds listed so far that have a halogen (11):
SMILES	mHTT-CaM PPI inh	Pf apPOL block
Cc1c(NC(NC(=O)CF)C(Cl)(Cl)Cl)c(=O)n(-c2ccccc2)n1C (stereo unspecified)	3	2
O=C(NC(O)C(Cl)(Cl)Cl)c1ccccc1 (stereo unspecified)	2	1
Cc1cc(C=C2C(=O)N(C)C(=O)N(C)C2=O)c(C)n1-c1ccc(Br)cc1	8	-1
O=c1cccc2n1CC1CC2CN(c2ncnc3c2cnn3-c2ccc(Cl)cc2)C1 (stereo unspecified)	10	-6
O=C1OC(c2cncc(Br)c2)=N/C1=C/c1cccc(Cl)c1Cl	-3	-7
COc1ccc(NC(=O)C2c3cc(OC)c(OC)cc3C(=O)N3CCCCC23)cc1Cl (stereo unspecified)	40	-1
COc1ccc(CN2CCN(Cc3cc(Br)ccc3O)CC2)cc1	6	-2
CCCCn1c(=O)c(C(=O)Nc2ccc(F)cc2)c(O)c2ccccc21	3	2
COc1cc(/C=C/[N+](=O)[O-])cc(I)c1O	52*	-3
O=C1C2C3C=CC(O3)C2C(=O)N1c1ccc(Br)cc1 (stereo unspecified)	-4	6
Cc1c(C=O)c2ccccc2n1Cc1cccc(F)c1	-8	-8

Remaining list, next part
SMILES	mHTT-CaM PPI inh	Pf apPOL block
CC(C)(C)NC(=O)[C@@H]1C[C@@H]2CCCC[C@@H]2CN1	-10	.
COc1cc(CN2CCN(C)CC2)c([N+](=O)[O-])cc1OC	-1	-2
Clc1cccc(N2CCN(Cc3ccccc3Cl)CC2)c1	-20	-7
O=C(NC(Oc1ccc(Br)cc1)C(Cl)(Cl)Cl)c1ccco1 (stereo unspecified)	7	1
CN1CCN(c2ccc(F)cc2N)CC1	-3	.
NNC(=O)c1ccc(O)cc1	.	0
O=C(C1CC(=O)N(C2CCCCCCC2)C1)N1CCC2(CC1)OCCO2 (stereo unspecified)	1	-18
CS(=O)(=O)N1CCCC(C(=O)N2CCC3(CC2)OCCO3)C1 (stereo unspecified)	-1	-13
Cc1ccc(C=C2Oc3cc(OC(=O)N(C)C)ccc3C2=O)cc1	-5	-3
Cc1cc(C=C(C#N)C#N)c(C)s1	-3	.
CCn1cc(C(=O)Nc2ccc(C)c(C)c2)c2cccnc21	4	2
O=C(Cc1ccc(Cl)cc1)N1CCN(Cc2nncn2-c2ccccc2F)CC1	-5	-3
CCn1cc(C(=O)NCc2ccc(F)cc2)c2cccnc21	-6	-24
O=C1OC(c2cncc(Br)c2)=N/C1=C\c1ccco1	3	3
COc1ccc2c(c1)C1(CCN(C(=O)c3cccc(C)c3)C1)C(=O)N2C (stereo unspecified)	4	-3
CC1CCC2(NC1)OC1CC3C4CCC5CC(O)CCC5(C)C4CCC3(C)C1C2C (stereo unspecified)	.	-8
CCC(=O)N1N=C2C3CCN(CC3)C2C1c1cc(OC)ccc1OC (stereo unspecified)	-5	-4
CC12CN3CC(C)(CN(C1)C3c1cccnc1)C2O (stereo unspecified)	11	8
COc1ccc(OC)c(C2C3C(=NN2C(C)=O)C2CCN3CC2)c1 (stereo unspecified)	-6	-10
O=[N+]([O-])c1ccccc1CN1CCN(Cc2ccc(F)cc2)CC1	9	-15
CCCNC(=O)OCC12COCN1COC2	-6	.
Cc1cc(CN(C)C)c(OC(=O)N(C)C)cc1C	-1	4
Cc1nnc2ccc(N3CCN(C)CC3)nn12	-2	-2
CCN(CC)C(=O)COc1cc(C)cc2oc(=O)c3c(c12)CCCC3	15	3
Cc1cccc(N2CCN(Cc3cc(Br)ccc3O)CC2)c1C	-10	2
CCOc1ccccc1C1N(c2cc(C)on2)C(=O)C2CCCN21 (stereo unspecified)	-5	-3
CCCC12CN3CCN(CC(C)(C3)C1O)C2 (stereo unspecified)	1	-6
O=P(O)(O)C(Cl)(Cl)P(=O)(O)O	.	8
COC1CCCCC1NC1CCCCC1 (stereo unspecified)	-3	-4
OCCN(CCO)CCO	-11&-7&-7&-9	8&40&-2&-2
Cc1ccc(CC(=O)N2CCN(Cc3noc4ccccc34)CC2)cc1	19	-4
COc1ccc(CCNC2CCCCC2OC)cc1OC (stereo unspecified)	-1	-7
CC=C1CC(C)C(C)(O)C(=O)OCC2CCN3CCC(OC1=O)C23 (stereo unspecified)	.	-13
Oc1ccc(CN2CCN(c3cccc(Cl)c3)CC2)cc1	-4	-9
COc1ccc(C(=O)N2CCOCC2)cc1S(=O)(=O)N1CCC(C)CC1	6	0
Cc1cc(/C=C2/C(=O)NC(=O)N(C)C2=O)c(C)n1-c1ccccc1F	7	-9

Another view of some results above:
| SMILES | mHTT-CaM PPI inh | Pf apPOL block |
| --- | --- | --- |
| COc1ccc(CCNC2CCCCC2OC)cc1OC (stereo unspecified) | -1 | -7 |
| CC=C1CC(C)C(C)(O)C(=O)OCC2CCN3CCC(OC1=O)C23 (stereo unspecified) | . | -13 |
| Oc1ccc(CN2CCN(c3cccc(Cl)c3)CC2)cc1 | -4 | -9 |

(listing goes on)
SMILES	mHTT-CaM PPI inh	Pf apPOL block
COc1ccc2c(c1)C1(CCN(C(=O)COc3cccc(C)c3)C1)C(=O)N2 (stereo unspecified)	9	-5
O=Cc1cn(Cc2ccccc2[N+](=O)[O-])c2ccccc12	11	3
CCOC(=O)[C@]12Cc3ccc(C)cc3[C@H]1N(C1CCCCC1)C(=O)c1ccccc12	9	2
CCN(CC)CCNc1ccc([N+](=O)[O-])c2cccnc12	9&-2	1&-1
Cc1cc(Cl)ccc1NC1=NCC(C)S1 (stereo unspecified)	-1	-6
COc1ccc2c(c1)C1(CCN(S(=O)(=O)c3ccc(Cl)cc3)C1)C(=O)N2 (stereo unspecified)	0	1
COc1ccc(CN2CCN(C)CC2)c(OC)c1OC	7	-4
CC(C)c1ccc(NC(=O)CSc2nnc(OC(=O)N(C)C)n2C2CC2)cc1	.	-10
O=C(c1nccs1)C1CCCN1 (stereo unspecified)	98*	.
O=[N+]([O-])c1ccc(NCCCN2CCOCC2)c2ncccc12	-2&4	-2&2
Cc1nc(C(=O)Nc2ccccc2)c(C)n1C1CCN(C)CC1	7	-7
CC12CC(=Cc3ccccc3)C(O)CC1CCC1C2CCC2(C)C1CCC2(C)O (stereo unspecified)	.	-2

2 of the compounds above, with values under each structure:
Every second line gives: mHTT-CaM PPI inh | Pf apPOL block
- O=C(c1nccs1)C1CCCN1 (stereo unspecified)
→ 98* | .
- O=[N+]([O-])c1ccc(NCCCN2CCOCC2)c2ncccc12
→ -2&4 | -2&2

(more compounds)
SMILES	mHTT-CaM PPI inh	Pf apPOL block
COc1ccc(C(=O)CCN(C)C)cc1F	-3	0
COc1cc(C=C[N+](=O)[O-])c([N+](=O)[O-])cc1OC	.	16
CCOc1cc(OC(=O)N(C)C)cc2oc(-c3ccccc3)cc(=O)c12	-4	-3
Cc1nc(-c2nn(CCN3CCCCC3)c3ccccc23)no1	19	0
O=[N+]([O-])c1ccc(CN2CCN(c3cccc(Cl)c3)CC2)cc1	23	-4
FC(F)(F)c1ccc(C2C3C(=NN2c2cc(Cl)ccc2Cl)C2CCN3CC2)cc1 (stereo unspecified)	.	-8
CCNC1(c2nnnn2-c2cccc(Cl)c2)CCCCC1	-3	-6
CC(=O)c1c(O)c(C)c(O)c(Cc2c(O)c3c(c(C(=O)/C=C/c4ccccc4)c2O)OC(C)(C)C=C3)c1O	.	0
CN(CCc1ccccc1)Cc1c(F)cccc1F	2	-7
CCCOC(=O)c1ccc(Oc2coc3cc(OC(=O)N(C)C)ccc3c2=O)cc1	3	-8
COc1ccc2c(c1)C1(CCN(S(=O)(=O)c3ccc4c(c3)oc(=O)n4C)C1)C(=O)N2 (stereo unspecified)	11	-7
CC(=O)OC1C2CCC1C(N1CCCCC1)CC2 (stereo unspecified)	-4	.
OCCN1CCN(Cc2ccccc2F)CC1	-5	-13
CCCCN=C(N)N[N+](=O)[O-]	.	-1
COc1ccc(OC)c(C(c2c(O)c3ccccc3oc2=O)c2c(O)c3ccccc3oc2=O)c1	55*	-21
O=c1c2cc3c(=O)n(CCS(=O)(=O)F)c(=O)c3cc2c(=O)n1CCS(=O)(=O)F	-1	-4
Cc1ccc(CN2CCN(C(=O)Cc3ccccc3)CC2)cc1	4	1
CNC(=O)ON=C(N)c1nn(C(=O)NC)cc1Br	.	-10
COc1ccccc1N1CCN(Cc2ccc(Cl)cc2)CC1	1	8
CC(C)(C)N1C(=O)NC(=O)/C(=C\c2c(Cl)cccc2Cl)C1=O	5	1
O=C(COc1ccccc1)N1CCN(Cc2ccc3c(c2)OCO3)CC1	4&6	4&-1
CN1C(=O)N(C)C(=O)C(CCc2ccncc2)(Cc2ccc(F)cc2)C1=O	1	-6
N#Cc1sc2nc3c(cc2c1N)CCC3	-5	.
CCOc1ccc(-n2c(-c3cccs3)nc3ccccc3c2=O)cc1	-4	-6
C[C@]12CCC3C(CC[C@H]4C[C@H](O)CC[C@]34C)C1CC[C@@H]2C(=O)CO (stereo partly specified)	.	-15
O=[N+]([O-])c1ccc(N2CCN(Cc3ccccc3F)CC2)cc1	-3	1
COc1ccc(C2C(C#N)=C(N)Oc3c2c(=O)oc2ccccc32)c(OC)c1 (stereo unspecified)	13	-7
Cc1nc(SCc2c(F)cccc2Cl)nc(OC(=O)N(C)C)c1C	.	-20
Cc1c(Cl)cccc1NC(=O)C1C(C)(C)C1(C)C	-1	-2
Cc1ccc(NC(=O)c2nc(C)n(C3CCN(C)CC3)c2C)cc1	4	-8
CN1CCN(Cc2cccc(Br)c2)CC1	2	-4
O=[N+]([O-])c1ccc(NCCCO)c2ncccc12	5	-1
CCCOc1cc(C)cc2oc(=O)c3c(c12)CCCC3	-1	6
CC(=O)N1N=C(c2cccnc2)OC1c1ccccc1Cl (stereo unspecified)	.	3
NC1CCOC1=O (stereo unspecified)	.	-15
Cc1ccc(C)c(Cn2nnc(C(=O)O)c2C)c1	-8	-1
COc1ccc2c(c1)C1(CCN(C(=O)c3ccc(Cl)cc3)C1)C(=O)N2C (stereo unspecified)	17	-1
CCOC(=O)[C@]12Cc3c(cc(OC)c(OC)c3OC)[C@H]1N(C(C)C)C(=O)c1cc(OC)ccc12	-12	-6
COc1ccc(Cl)cc1NC(=O)C1c2ccccc2C(=O)N2CCCCC12 (stereo unspecified)	2	-5
Cc1nn(-c2ccccc2)c([Se])c1C=NC1CCCCC1	63*	-1
O=[N+]([O-])c1ccc(N2CCCCC2)c2ncccc12	22	-5
CCOc1ccccc1NC(=O)N1CCC2(C1)C(=O)Nc1ccc(OC)cc12 (stereo unspecified)	21	-8
O=c1c2ccccc2nc(/C=C/c2ccccc2[N+](=O)[O-])n1-c1ccccc1O	38	-3

High-throughput results (PubChem)
